Lamin A splicing: qHTS Assay for Modulators of Lamin A Splicing | HeLa LMNA splicing GFP/RFP minigene ratio, 48 h | Potency, µM (series often up to 46.1 µM), inactives show at the top dose ratio change, negative = inhibition, usual class: inhibitors | 0.01% of 200,000 active; active means well fitted inhibition curve with a large enough effect in the signal ratio, with a control signal flat, not every such curve was filed as active; inconclusive means small, poorly fitted or top-dose-only effect, or effect the other way, or a change in a side signal; the % refers to the signal ratio
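S3 HeLa stable clones carrying a lamin A-EGFP splicing minigene plus DsRed2 were seeded at 600 cells/well in Opti-MEM with 2% FBS, pin-dosed and incubated 48 h at 37°C. Acumen cytometry (488 nm) gave the GFP/RFP total-intensity ratio.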
TR SRC2 fluor cs: Total Fluorescence Counterscreen for Inhibitors of the Interaction of Thyroid Hormone Receptor and Steroid Receptor Coregulator 2; TRb/SRC2 Texas Red total fluorescence interference; Potency, µM (titrated, usually from 106 µM), without a hit: at the highest dose fluorescence change, negative = quenching; 0.29% of 280,000 active; AID 1479, 2009; active means well fitted curve in either direction with a large enough effect; inconclusive means small, poorly fitted or top-dose-only effect
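Human TRb ligand-binding domain at 0.6 uM with 20 nM Texas Red SRC2 peptide in Tris buffer containing 1 uM T3 and 5% DMSO, incubated with compound 5 h at ambient temperature. Total fluorescence (555/632 nm) calculated as parallel + 2 × perpendicular.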
TRb-SRC2 inh: qHTS for Inhibitors of the Interaction of Thyroid Hormone Receptor and Steroid Receptor Coregulator 2; TRbeta-SRC2 peptide binding, fluorescence polarization; receptor liganded with 1 µM T3; Potency, µM (titrated, usually from 106 µM), for inactives: top-dose activity change, negative = inhibition, usual class: inhibitors; 0.065% of 280,000 active; Thyroid hormone receptor beta (Homo sapiens), P10828; active means well fitted inhibition curve with a large enough effect; inconclusive means small, poorly fitted or top-dose-only effect, or effect the other way;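 further: plate controls were bound peptide for no effect and peptide without receptor for full effect; nearly all actives have a fitted effect of over 50% in size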
Target sequence (P10828 whole entry, looked up): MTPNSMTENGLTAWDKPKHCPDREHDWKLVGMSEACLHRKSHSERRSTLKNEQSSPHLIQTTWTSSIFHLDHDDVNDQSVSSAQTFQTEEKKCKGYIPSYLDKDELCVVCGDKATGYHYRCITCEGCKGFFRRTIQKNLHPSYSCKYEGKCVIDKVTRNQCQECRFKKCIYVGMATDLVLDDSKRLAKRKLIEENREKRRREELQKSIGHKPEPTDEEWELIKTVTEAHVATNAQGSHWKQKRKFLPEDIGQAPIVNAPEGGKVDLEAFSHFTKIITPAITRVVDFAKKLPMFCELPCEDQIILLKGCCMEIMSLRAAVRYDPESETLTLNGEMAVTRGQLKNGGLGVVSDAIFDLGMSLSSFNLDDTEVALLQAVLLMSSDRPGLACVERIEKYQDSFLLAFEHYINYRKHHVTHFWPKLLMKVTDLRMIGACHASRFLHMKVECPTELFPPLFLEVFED
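Binding of a 20-amino-acid Texas Red SRC2 peptide (20 nM) to TRb ligand-binding domain (0.6 uM) with agonist T3 at 1 uM was followed by fluorescence polarization after a 5 hr room-temperature incubation.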
* = called active by the depositor; ? = inconclusive; [ ] = another dose, or the depositor's remark. Unless noted, on the % scale 0 is the no-effect control and ±100 the full control effect; potency means the concentration at half of the fitted maximal effect. An excerpt, so the mix of outcomes need not match the whole.

SMILES	Lamin A splicing	TR SRC2 fluor cs	TRb-SRC2 inh
Cc1cccc(C)c1-n1ncc(C(=O)NCCN2CCOCC2)c1C1CCN(C(=O)OC(C)(C)C)CC1	3%[46 µM]	2%	7%
O=C(NC1CCCC1)c1ccc2c(c1)N(Cc1ccccc1Cl)C(=O)c1ccccc1S2	1%[46 µM]	1%	1%
Cc1ccc(-n2ncc(C(=O)NCCN3CCN(C)CC3)c2C2CCN(C(=O)OC(C)(C)C)CC2)cc1	9%[46 µM]	-3%	0%
O=C(CN1C(=O)C2(SCC(=O)N2c2cccc(F)c2)c2ccccc21)NCc1ccccc1Cl (stereo unspecified)	-5%[46 µM]	5%	3%
Cn1c(=O)n(Cc2ccccc2Cl)c(=O)c2c1nc1n2CCN1c1ccccc1	-11%[46 µM]	-24%	7%
Cc1ccc(-n2ncc3c(N4CCCCC4)ncnc32)cc1	-6%[46 µM]	1%	4%
Cc1cccc(C)c1-n1ncc(C(=O)N2CCN(c3ccccn3)CC2)c1C1CCN(C(=O)OC(C)(C)C)CC1	-5%[46 µM]	-27%	2%
O=C(Nc1ccc(OC(F)(F)F)cc1)c1nc2ccccc2nc1N1CCCCC1	?	?	-10%
CCOC(=O)c1sc2ccccc2c1S(=O)(=O)N1CCN(c2cc(C)ccc2C)CC1	?	-8%	3%
Cc1ccc(CCNC(=O)Cn2c(-c3cccs3)cc3ccccc32)cc1	-6%[46 µM]	7%	-5%
Cc1cccc(NC(=O)c2ccc3nc(C(C)C)oc3c2)c1C	2%[46 µM]	1%	4%
CC1CCCN(c2cc3c(cc2F)c(=O)c(S(=O)(=O)c2cccc(Cl)c2)cn3C)C1 (stereo unspecified)	6%[46 µM]	8%	2%
COc1cccc(CC(=O)Nc2ccc(-c3nc4ccccc4s3)cc2Cl)c1	?	1%	0%
Cc1ccccc1NC(=O)c1ccc(F)c(S(=O)(=O)N(C)C2CCCCC2)c1	?	0%	-7%
O=C(Nc1cccc(Br)c1)N1CCC(CN2CCCCC2)CC1	?	3%	-2%

Gathered by group, those above containing a tert-butyl group (3)
SMILES	Lamin A splicing	TR SRC2 fluor cs	TRb-SRC2 inh
Cc1cccc(C)c1-n1ncc(C(=O)NCCN2CCOCC2)c1C1CCN(C(=O)OC(C)(C)C)CC1	3%[46 µM]	2%	7%
Cc1ccc(-n2ncc(C(=O)NCCN3CCN(C)CC3)c2C2CCN(C(=O)OC(C)(C)C)CC2)cc1	9%[46 µM]	-3%	0%
Cc1cccc(C)c1-n1ncc(C(=O)N2CCN(c3ccccn3)CC2)c1C1CCN(C(=O)OC(C)(C)C)CC1	-5%[46 µM]	-27%	2%

(more compounds)
SMILES	Lamin A splicing	TR SRC2 fluor cs	TRb-SRC2 inh
Cc1ccc2nc(CSc3nnc(NC(=O)COc4ccccc4)s3)cc(=O)n2c1	-2%[46 µM]	-1%	10%
Cc1nc(Nc2ccc(Cl)cc2)cc(-c2ccccc2)n1	5%[46 µM]	8%	2%
COc1cccc(CNC(=O)CCn2cnc3ccccc3c2=O)c1	-6%[46 µM]	-12%	-8%
O=c1cc(N2CCN(c3ccc(F)cc3)CC2)[nH]c(=O)n1-c1cccc(Br)c1	?	-24%	7%
CCCCn1c(SCC(=O)Nc2ccc(OCC)cc2)nc2ccsc2c1=O	?	2%	4%
CCc1nc2ccc(C(=O)N3CCN(c4cc(Cl)ccc4C)CC3)cc2nc1CC	5%[46 µM]	-2%	-7%
CC(C)(C)OC(=O)N1CCC(c2c(C(=O)NCc3cccs3)cnn2-c2ccc(F)cc2F)CC1	-16%[46 µM]	-1%	-6%
O=C(C1CCN(c2ncnc3c2nc2n3CCCCC2)CC1)N1CCN(c2ccccc2)CC1	?	-6%	6%
Cc1cc(C(=O)N2CCN(c3cc(Cl)ccc3C)CC2)c2c(C)nn(-c3ccccc3)c2n1	-28%[46 µM]	-4%	-3%
Cc1oc2ncnc(N3CCCCC3)c2c1C(=O)N1CCN(c2ccc(Cl)cc2)CC1	2%[46 µM]	-2%	-2%
c1ccc(CSc2nnc(C3CCNCC3)o2)cc1	?	4%	-4%
COC(=O)c1c(C)sc(-c2c(-c3ccc4c(c3)OCCO4)[nH]c3c2c(=O)[nH]c(=O)n3C)c1O	-2%[46 µM]	-20%	8%
CCC1CN(C(=O)N2CCC(C(=O)NCc3ccco3)CC2)c2cc(C)ccc2O1 (stereo unspecified)	3%[46 µM]	?	1%
CCOC(=O)c1c(C)[nH]c(CCC(=O)NCCCN2CCN(c3cccc(Cl)c3)CC2)c1C	-15%[46 µM]	-2%	-2%
COc1ccc(C)cc1NCc1nnc2n1CCCCC2	7%[46 µM]	-2%	3%

Part of the list above, bar-delimited.
SMILES | Lamin A splicing | TR SRC2 fluor cs | TRb-SRC2 inh
c1ccc(CSc2nnc(C3CCNCC3)o2)cc1 | ? | 4% | -4%
COC(=O)c1c(C)sc(-c2c(-c3ccc4c(c3)OCCO4)[nH]c3c2c(=O)[nH]c(=O)n3C)c1O | -2%[46 µM] | -20% | 8%
CCC1CN(C(=O)N2CCC(C(=O)NCc3ccco3)CC2)c2cc(C)ccc2O1 (stereo unspecified) | 3%[46 µM] | ? | 1%

More records.
SMILES	Lamin A splicing	TR SRC2 fluor cs	TRb-SRC2 inh
O=c1oc2c(CN3CCCC3)c(O)ccc2cc1-c1ccccc1	?	-1%	1%
Cc1cc(F)ccc1S(=O)(=O)Nc1ccc2c(c1)CCCN2C(=O)c1cccs1	?	-5%	3%
CCCSC1=NC2(CCN(C(=O)NC3CCCCC3)CC2)N=C1c1ccc(C)cc1	0%[46 µM]	-3%	-1%
CCc1nc2ccc(C(=O)N3CCN(c4ccccc4F)CC3)cc2nc1CC	4%[46 µM]	2%	-1%
O=C(NCCc1ccccc1)c1nc(-c2ccc(Cl)cc2)n2c1CCCCC2	?	?	0%
O=S(=O)(Nc1cccc(-c2ccc(N3CCCCCC3)nn2)c1)c1ccccc1	?	?	-19%
CCOc1ccccc1CNCCCSc1nnnn1C	11%[46 µM]	-6%	0%
CC(C)c1ccc(NC(=O)C2Cc3ccccc3N2C(=O)c2ccccc2)cc1 (stereo unspecified)	?	0%	8%
CCCCN(CC)CCCNC(=O)c1c(C)oc2ncnc(N3CCOCC3)c12	5%[46 µM]	-6%	1%
CCOC(=O)c1noc2ncn(CC(=O)Nc3ccc(OC)c(Cl)c3)c(=O)c12	-2%[46 µM]	-1%	-4%
Cc1ccc(CNC(=O)c2cc(-c3ccc(C)cc3)nc3n[nH]c(-c4ccc(F)cc4)c23)cc1	-6%[46 µM]	-5%	0%
COc1ccc(-c2cn3nc(N4CCCC(C(=O)Nc5cc(Cl)ccc5OC)C4)sc3n2)cc1 (stereo unspecified)	13%[46 µM]	3%	1%
Cc1cccc(OCc2ccc(-c3nc(C#N)c(NCCN(C)C)o3)o2)c1	4%[46 µM]	-7%	2%
Cc1ccc(C)c(CN2C(=O)C3(c4ccccc42)N(c2ccc(Cl)cc2)C(=O)CS3(=O)=O)c1 (stereo unspecified)	-6%[46 µM]	-7%	6%
CC(=O)N1CCCc2ccc(NS(=O)(=O)c3cccc(Cl)c3)cc21	3%[46 µM]	-1%	-1%
CCCCC(=O)Nc1cc(-c2nc3cccnc3s2)ccc1C	?	-20%	3%
Cc1nnc(NC(=O)CSc2nccn2-c2ccc(Cl)cc2)s1	?	?	-3%
CSc1cccc(NC(=O)C2CCCN(C(=O)c3cnn(-c4ccc(F)cc4)c3-n3cccc3)C2)c1 (stereo unspecified)	-8%[46 µM]	-3%	6%
Cc1ccc(C)c(NC(=O)CSc2nc(=O)n(CCN(C)C)c3c2CCC3)c1	5%[46 µM]	1%	-8%
COc1ccc(OC)c(CN2CCN(S(=O)(=O)c3ccccc3)CC2)c1	-17%[46 µM]	-2%	11%
COc1ccc(CCNC(=O)C(=O)NCC(c2cccs2)S(=O)(=O)c2ccccc2)cc1 (stereo unspecified)	22%[46 µM]	0%	0%
O=C(Cn1cc(S(=O)(=O)Cc2cccc(Cl)c2)c2ccccc21)Nc1ccccc1Cl	7%[46 µM]	?	7%
Cc1ccc(S(=O)(=O)N2CCCc3cc(NS(=O)(=O)c4cc(C)ccc4C)ccc32)cc1	10%[46 µM]	-1%	4%
CCOc1ccc2nc(N3CCN(C(=O)c4ccc5c(c4)CCCC5)CC3)sc2c1	?	0%	-10%
CCCCN(C)CCNC(=O)c1c(C)oc2ncnc(N3CCOCC3)c12	3%[46 µM]	1%	-1%
CC(=O)c1cc(-c2ccccc2)n(CCC(=O)NCCc2ccccc2)c1C	0%[46 µM]	-1%	-3%
CCOc1cccc(CC(=O)NCc2ccc3c(c2)CCN3C(C)=O)c1OCC	?	-2%	-3%
O=C(Cc1ccc(Cl)cc1)NCC(c1cccs1)S(=O)(=O)c1ccc(F)cc1 (stereo unspecified)	17%[46 µM]	-1%	-2%
O=S(=O)(NCc1ccccc1Cl)c1ccc(N2CCCCS2(=O)=O)cc1	-18%[46 µM]	-2%	-3%
Cc1cc(C)c(/C=C/c2onc(C)c2S(=O)(=O)N2CCC(C(=O)N(C)Cc3ccccc3)CC2)c(C)c1	-16%[46 µM]	0%	2%
Cc1ccccc1NC(=O)CSc1nc2ccc(NC(=O)c3ccccc3)cc2s1	12%[46 µM]	7%	8%
COc1ccc(S(=O)(=O)NCC(c2ccco2)N2CCOCC2)cc1 (stereo unspecified)	15%[46 µM]	0%	2%
O=C(NCC(c1ccco1)S(=O)(=O)c1cccs1)c1ccccc1 (stereo unspecified)	2%[46 µM]	-2%	0%
Cc1ccc(CN2C(=O)c3ccccc3Sc3ccc(C(=O)N4CCOCC4)cc32)cc1	-7%[46 µM]	0%	-4%
O=C(CSc1ccc2nc(-c3ccccc3)cn2n1)Nc1cccc(F)c1	-7%[46 µM]	1%	0%
COc1ccc(CNC(=O)C(CCSC)NS(=O)(=O)c2ccc3c(c2)oc(=O)n3C)cc1 (stereo unspecified)	?	1%	0%
O=S(=O)(Nc1ccc(-c2ccc(N3CCCC3)nn2)cc1)c1cccc(C(F)(F)F)c1	?	708µM*[quencher]	-8%
COc1cccc(-c2nc(SCC(=O)NCc3ccco3)c3c(=O)n(C)c(=O)n(C)c3n2)c1	-19%[46 µM]	-1%	-5%
O=C(NCc1ccccc1Cl)c1ccc2c(c1)NC(=O)C(CS(=O)(=O)Cc1ccc(F)cc1Cl)N2 (stereo unspecified)	-8%[46 µM]	-1%	1%
COc1cc(C2c3c(oc4ccccc4c3=O)C(=O)N2Cc2ccc(C)cc2)ccc1O (stereo unspecified)	-4%[46 µM]	3%	3%
Cc1ccc(Cl)cc1N1CCN(C(=O)CCCCCn2c(=O)[nH]c3ccccc3c2=O)CC1	?	-4%	-4%
O=C(CNC(=O)c1ccc(Cl)cc1)OCc1cc(=O)n2nc(C3CCCCC3)sc2n1	1%[46 µM]	-48%	-9%
COc1cccc(N2CCN(C(=O)C3Cc4ccccc4N3C(C)=O)CC2)c1 (stereo unspecified)	-4%[46 µM]	-2%	-5%
O=C(NC1CC(=O)N(c2ccccc2)C1)c1ccc(S(=O)(=O)N2CCCCC2)cc1 (stereo unspecified)	?	-2%	8%
CCOc1ccc(CNC(=O)C2=Cc3cc(Br)ccc3OC2)cc1OC	-2%[46 µM]	-3%	7%
Cc1ccc(CN(C(=O)COc2ccc([N+](=O)[O-])cc2)c2ccccn2)cc1	-4%[46 µM]	5%	1%
Cc1ccccc1OCC(=O)Nc1ccc2nc(SCC(=O)N3CCCC3)sc2c1	?	0%	-4%
CCCCc1nn2c(=O)cc(COC(=O)C(C)Oc3ccccc3)nc2s1 (stereo unspecified)	30%[46 µM]	0%	-7%
COc1ccccc1Cc1nc2ccccc2nc1SCC(=O)NCc1ccc(C)cc1	0%[46 µM]	-1%	2%
Cc1oc(-c2ccc(Cl)cc2)nc1CS(=O)CC(=O)NCCc1ccccc1 (stereo unspecified)	-5%[46 µM]	-3%	-1%
CC(CNC(=O)c1nnc(Cc2cccc(F)c2)o1)c1ccccc1 (stereo unspecified)	0%[46 µM]	2%	-11%
COc1ccccc1N1CCN(C(=O)Cn2c(=O)n3nc(-c4cccc(F)c4)nc3c3ccccc32)CC1	7%[46 µM]	0%	-1%

Reformatted with two lines to a compound: entries from further up.
Fields – Lamin A splicing | TR SRC2 fluor cs | TRb-SRC2 inh
> Cc1ccccc1OCC(=O)Nc1ccc2nc(SCC(=O)N3CCCC3)sc2c1
    ? | 0% | -4%
> CCCCc1nn2c(=O)cc(COC(=O)C(C)Oc3ccccc3)nc2s1 (stereo unspecified)
    30%[46 µM] | 0% | -7%
> COc1ccccc1Cc1nc2ccccc2nc1SCC(=O)NCc1ccc(C)cc1
    0%[46 µM] | -1% | 2%
> Cc1oc(-c2ccc(Cl)cc2)nc1CS(=O)CC(=O)NCCc1ccccc1 (stereo unspecified)
    -5%[46 µM] | -3% | -1%
